NCOA1 inh: SRC1 coactivator transcriptional activity inhibitors, primary screen, cell-based, luminescence | AID 588354, 2011 | 360,000 compounds, 0.12% hits | HEK293 GAL4-SRC1 luciferase reporter | inhibition, % at 3.6 µM | Nuclear receptor coactivator 1 (Homo sapiens), Q15788;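 active means inhibition above the campaign mean plus 3 SD, with each screening campaign given its own cutoff, cut at about 60% in these data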;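 further: 0% = DMSO treated cells and 100% = gossypol at 36 µM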
SRC2 inh: inhibition of GAL4-SRC2 driven luciferase reporter, primary screen, SRC2 inhibitor project, cell-based, luminescence; Nuclear receptor coactivator 2 (Homo sapiens), Q15596; 370,000 compounds, 0.17% hits; HEK293 GAL4-SRC2 luciferase reporter; inhibition, % at 9 µM;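 active means inhibition above the mean inhibition of all tested compounds plus 3 SD, set per campaign, cut at about 52% in these data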;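 further: 0% = DMSO treated cells and 100% = cells given Gossypol at 36 µM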
NOD2 RIPK2 PPI: NOD2-RIPK2 binding disruptors in cells, primary screen, fluorescence, CHO cells, BLA complementation; Receptor-interacting serine/threonine-protein kinase 2 (Homo sapiens), O43353; AID 624267, 2012; 360,000 compounds, 0.38% hits; inhibition, % at 4.98 µM; CCF4 ratio; in the data active means inhibition above about 21%;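 further: 0% = vehicle only and 100% = reference blocker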
NR2F2 inh: NR2F2 transcriptional activity inhibitors, primary screen, cell-based, luciferase reporter, HEK293T, luminescence; inhibition, % at 8.6 µM; 370,000 compounds, 0.7% hits; COUP transcription factor 2 (Homo sapiens), P24468; HEK293T NGFI-A luciferase reporter; AID 686940, 2013;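 active means inhibition above a per-plate cutoff, mean inhibition of test wells between control levels plus 3 SD, cut at about 38% in these data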;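 further: cells cotransfected with COUP-TFII expression vector driving the NGFI-A reporter; 0% = median of COUP-TF2 test wells and 100% = reporter-only cells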
LRH-1 inv ag: LRH-1 (NR5A2) inverse agonists, primary screen, cell-based, luminescence, HEK293T, StAR-luciferase reporter | Nuclear receptor subfamily 5 group A member 2 (Homo sapiens), O00482 | LRH-1 transfected, 24 h | inhibition, % at 3.6 µM | AID 602396, 2012 | 360,000 compounds, 0.13% hits;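 active means inhibition above the mean inhibition of all tested compounds plus 3 SD, cut at about 73% in these data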;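 further: 0% = DMSO wells and 100% = reporter-only cells lacking LRH-1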
MC4R ag barr: MC4R agonists recruiting beta-arrestin, primary screen, cell-based, luminescence, agonist arm of biased-ligand search; Melanocortin receptor 4 (Homo sapiens), P32245; U2OS MC4R beta-arrestin complementation; percent of melanotan II response, DMSO zero; activation, % at 8.9 µM; 360,000 compounds, 0.98% hits;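 active means activation above a per-plate cutoff, the mean activation of sample wells on that plate plus 3 SD, cut at about 8% in these data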
MC4R antagonist: MC4R antagonists of cAMP signaling, primary screen, cell-based, TR-FRET, antagonist arm of biased-ligand search | AID 540295, 2011 | 360,000 compounds, 0.48% hits | inhibition, % at 6.5 µM | MC4R-expressing cells, MTII-stimulated cAMP, LANCE TR-FRET;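 active means inhibition above its plate's cutoff, the mean of tested wells on that plate plus 3 SD, cut at about 29% in these data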;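 further: 0% = Melanotan II alone and 100% = Melanotan II plus saturating MCL0020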
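Assay system: U2OS cells stably expressing human melanocortin 4 receptor (MC4R) / Dosing: 6.5 µM / Timing: compound 30 min, challenge 1 h, detection 1 h / Measured by: Eu-cAMP/anti-cAMP TR-FRET, emission 671 nm / Replicates: singlicate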
ABHD5-PLIN5 inh: ABHD5-PLIN5 interaction inhibitors, primary screen, cell lysate, split luciferase complementation, luminescence; 360,000 compounds, 0.78% hits; inhibition, % at 4 µM; AID 602281, 2012; Perilipin-5 (Homo sapiens) + 1-acylglycerol-3-phosphate O-acyltransferase ABHD5 (Homo …; Split G. princeps luciferase complementation, 4 h;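 active means inhibition above the mean inhibition across every tested compound plus 3 SD, cut at about 22% in these data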;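 further: 0% = DMSO only wells and the 100% control is not disclosed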
Target sequence (Q00G26 whole entry, looked up): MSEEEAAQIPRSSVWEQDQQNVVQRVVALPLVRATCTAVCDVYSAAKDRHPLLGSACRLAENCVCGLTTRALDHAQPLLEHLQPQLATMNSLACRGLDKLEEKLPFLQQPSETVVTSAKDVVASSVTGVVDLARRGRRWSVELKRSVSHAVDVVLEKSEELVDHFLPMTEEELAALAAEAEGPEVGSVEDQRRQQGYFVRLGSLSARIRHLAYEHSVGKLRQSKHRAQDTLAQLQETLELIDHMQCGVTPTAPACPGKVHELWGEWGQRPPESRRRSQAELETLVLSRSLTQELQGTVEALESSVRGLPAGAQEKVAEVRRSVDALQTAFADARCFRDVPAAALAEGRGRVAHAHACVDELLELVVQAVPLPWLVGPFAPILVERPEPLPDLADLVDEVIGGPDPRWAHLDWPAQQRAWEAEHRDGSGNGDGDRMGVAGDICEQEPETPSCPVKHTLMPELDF
Target sequence (Q8WTS1 whole entry, looked up): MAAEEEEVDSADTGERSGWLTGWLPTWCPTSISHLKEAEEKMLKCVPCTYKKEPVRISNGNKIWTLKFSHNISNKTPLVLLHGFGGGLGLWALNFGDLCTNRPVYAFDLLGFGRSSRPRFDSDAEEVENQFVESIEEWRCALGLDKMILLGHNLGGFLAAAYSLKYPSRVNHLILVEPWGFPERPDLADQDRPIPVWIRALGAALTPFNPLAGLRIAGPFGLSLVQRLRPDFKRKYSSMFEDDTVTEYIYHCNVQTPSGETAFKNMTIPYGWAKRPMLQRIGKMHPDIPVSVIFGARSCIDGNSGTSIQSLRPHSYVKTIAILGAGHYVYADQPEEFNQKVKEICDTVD
NCOA3 inh: SRC3 coactivator transcriptional activity inhibitors, primary screen, cell-based, luminescence. Nuclear receptor coactivator 3 (Homo sapiens), Q9Y6Q9. HEK293 GAL4-SRC3 luciferase reporter. inhibition, % at 3.6 µM. 360,000 compounds, 0.17% hits. AID 588352, 2011;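 active means inhibition above a per-campaign cutoff, the mean of all compounds plus 3 SD, cut at about 60% in these data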;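 further: 0% = DMSO-treated cells and 100% = gossypol-treated cells at 36 µM; higher means less SRC3-driven luciferase light from the GAL4 reporter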
LMP1 NFkB inh: EBV LMP1-driven NF-kappaB luciferase reporter inhibitors, primary screen, cell-based, luminescence, single point. LMP1-induced NF-kappaB luciferase reporter cells. inhibition, % at 12.5 µM. 350,000 compounds, 0.69% hits. AID 504558, 2011; in the data active means inhibition above about 41%;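 further: 0% = neutral control wells and 100% = reference inhibitor control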
TLR9-MyD88 inh: inhibitors of TLR9-MyD88 association in cells, primary screen, cell-based, CHO, BLA complementation, fluorescence | Toll-like receptor 9 (Homo sapiens) + Myeloid differentiation primary response protein … | CCF4 FRET ratio | inhibition, % at 4.98 µM | 340,000 compounds, 0.21% hits;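 active means inhibition above the mean over all tested compounds plus 3 SD, cut at about 21% in these data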;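 further: 0% = DMSO only wells and 100% = clavulanate BLA inhibitor control wells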
* marks the source's active call; other numbers are inactive results; . = not tested or not shown. Some of the compounds tested (hit frequency here may not be typical).

No.	mol	NCOA1 inh	SRC2 inh	NOD2 RIPK2 PPI	NR2F2 inh	LRH-1 inv ag	MC4R ag barr	MC4R antagonist	ABHD5-PLIN5 inh	NCOA3 inh	LMP1 NFkB inh	TLR9-MyD88 inh
1	CN1CCN(C(=S)NC(=O)c2ccc(S(=O)(=O)N3CCOCC3)cc2)CC1	-23	12	-3	11	-8	0.7	3	-10	7	-1	-4
2	O=C(CCCN1C(=O)c2ccccc2C1=O)Oc1ccc(Cl)cc1	2	2	-10	-5	14	-0.6	8	6	10	1	-7
3	CC(C)(CO)CNC(=O)c1ccc2nc(Cc3cccc(Cl)c3)oc2c1	-9	-16	11	20	14	2.1	5	1	2	11	-11
4	O=C(C[C@@H]1CC[C@@H]2[C@H](COC[C@H](O)CN2S(=O)(=O)c2ccccc2)O1)Nc1ccccc1	.	1	-11	0	9	.	.	-3	.	.	.
5	CCCN(c1ccc(C(=O)OC)cc1)S(=O)(=O)c1ccccc1	-5	13	4	-7	-9	-1.1	5	-2	21	7	-2
6	CC1(C)Cc2c(sc(NC(=O)C(=O)NCCCN3CCOCC3)c2C(N)=O)CO1	14	-15	1	1	-2	2.5	17	2	11	5	-9
7	N#C/C(C(=S)Nc1ccccc1)=C1/NN=C(N2CCOCC2)N1c1ccccc1	3	7	-6	9	-6	-2.6	6	-13	19	-19	2
8	CC1(c2ccccc2)NC(=O)N(CC(=O)NCc2ccc3c(c2)OCO3)C1=O (stereo not given)	-3	4	-3	-5	-1	0.3	1	-3	1	-4	-13
9	O=C(Nc1ccc(Oc2ccccc2)cc1)C1CCN(c2ncccn2)CC1	13	9	9	11	-4	0.6	3	2	20	-1	-4
10	COc1cccc(CN2CCN(C(=O)c3cc(-c4ccccn4)nc4ccc(Cl)cc34)CC2)c1	-39	-25	-9	-2	2	-1.6	9	13	0	-2	-4
11	Nc1ccccc1SCC(=O)Nc1ccc(N2CCOCC2)cc1	-13	-6	-1	-9	40	-0.8	4	-26	-12	-11	9
12	Oc1c(I)cc(I)c2cccnc12	-10	-32	-9	24	2	-1.8	4	3	19	-3	9
13	COc1ccc(S(=O)(=O)N(C)C[C@@H]2OCCCC[C@@H](C)Oc3ccc(NS(=O)(=O)c4cccs4)cc3C(=O)N([C@H](C)CO)C[C@@H]2C)cc1	-27	-6	-9	2	-3	0.8	16	-7	-12	-4	-1
14	Cc1cc(NC(=O)CSc2nnnn2Cc2ccccc2)no1	-10	-1	2	-6	-2	-0.9	-2	7	7	0	-5
15	CCn1ccnc1C(O)c1cccc(OC)c1OC (stereo not given)	-6	-7	-16	-1	2	1.2	6	1	-2	2	-11
16	C=C(C)c1sc(-c2ccc(Cl)cc2)nc1C	-49	-49	-6	-2	-63	0.3	-2	-7	-31	-12	-3
17	O=C(NC1CCCCCC1)c1cc(S(=O)(=O)N2CCOCC2)ccc1N1CCCCC1	8	31	3	19	-3	3.7	10	7	0	-1	-2
18	O=C(Nc1ccccc1C(=O)O)c1cc(S(=O)(=O)N2CCCCC2)cs1	-5	.	1	.	-7	-1.1	12	1	9	7	-12
19	CCOC(=O)c1cc(C)n(-c2ccc(OC)c(OC)c2)c1C	3	-4	2	14	-10	0.2	4	8	1	-2	-2
20	CN1CCN(c2ccc(CNC(=O)c3ccc(-c4cnn(C)c4)c4ccoc34)cc2)CC1	-45	-20	5	-2	-5	-3.0	4	0	-31	.	.
21	Cc1ccccc1NC(=O)N1CCN(C/C=C/c2ccccc2)CC1	-21	22	1	3	-6	-1.2	16	1	11	0	6
22	O=C(NCc1ccc(Cl)cc1)C1CCN(c2cnccn2)CC1	-61	-19	3	25	-19	-2.6	-2	0	3	-11	-10
23	COCCNC(=S)N/N=C(\C)c1cccc(OC)c1	6	14	-1	-13	10	-2.6	2	2	18	1	-1
24	CN1C[C@@H]2[C@@H]3C(=O)N(Cc4ccccc4)C(=O)[C@@H]3[C@](Cc3ccccc3)(C1=O)N2C(=O)c1ccc(C(C)(C)C)cc1	12	-5	1	13	0	0.4	6	-4	-10	13	-9
25	Clc1ccc2c(N/N=C/c3cccc(Br)c3)ccnc2c1	-13	-4	11	7	-6	0.1	6	5	4	-77	2
26	O=C(O)c1ccc(N/N=C/c2cn(Cc3ccccc3F)c3ccccc23)cc1	-44	-25	-2	-23	-67	1.7	8	-16	-42	-19	5
27	O=C(CS(=O)(=O)Cc1ccccc1)Nc1nnc(C(F)(F)F)s1	-4	-33	2	-21	5	2.6	-5	-2	-23	-1	-2
28	CC(C)(C)c1ccc(C(=O)C2CC2)cc1	-4	-1	-4	-16	23	-1.0	5	4	-1	-4	-8
29	Cc1cc(-c2ccccc2)nc(N/N=C/c2ccc(O)cc2)n1	-59	-11	8	-16	-95	-1.4	10	5	-34	0	1
30	CCN(CC(=O)Nc1ccc2c(c1)OCCO2)CC(=O)Nc1cc(C)on1	-7	2	-11	6	-19	2.1	16	-4	-29	2	3
31	COc1cc(OC)cc(C(=O)N2CCC(N3CCCCCC3)CC2)c1	-6	11	-8	-14	10	0.8	3	9	13	6	2
32	COc1ccc(C)cc1Nc1nnc(C)c(=O)[nH]1	1	-8	-3	-2	12	-2.1	10	-5	17	-1	-5
33	O=c1cc(CO)oc(CN2CCN(c3ccccc3F)CC2)c1O	2	-6	-4	5	1	2.1	20	0	6	1	4
34	COc1ccc(C(=O)OCC(=O)Nc2nnc(-c3ccccc3)o2)cc1	-27	0	0	2	-2	-1.2	-2	3	2	2	11
35	COCCCNC(=S)N1CCN(S(=O)(=O)c2ccc(OC)cc2)CC1	0	-10	-10	10	-3	-0.7	-1	5	9	5	10
36	O=C(CN1CCN(S(=O)(=O)c2ccc(Cl)cc2)CC1)Nc1ccc2c(c1)OCCO2	-4	22	-14	-13	5	0.2	4	3	16	-5	-4
37	O=C(COc1cccc2ccccc12)N1CCN(c2ccccn2)CC1	-17	-16	-9	19	12	-1.3	-8	3	-3	-5	-1
38	COc1ccc(CCn2nnnc2C(C(C)C)N2CCN(c3ncccn3)CC2)cc1OC (stereo not given)	-7	6	2	8	-5	0.0	6	1	10	3	-5
39	Cc1cc(C)c2c(N)c3ccccc3nc2n1	30	-306	3	-87	3	-0.2	1	-5	55	-31	-6
40	CCC1(c2ccc(OC)cc2)NC(=O)N(CC(=O)NC2CCCCC2C)C1=O (stereo not given)	-7	9	-4	1	22	0.7	6	-5	-12	3	-20
41	CNc1nc(-c2c[nH]c3ccccc23)cs1	-7	10	-16	16	33	-0.6	-2	-33	5	-6	-4
42	CCCCn1c(N)c(N(C)C(=O)C2CC(=O)N(Cc3ccco3)C2)c(=O)[nH]c1=O (stereo not given)	-8	1	9	-11	-8	-1.4	0	-7	-16	-5	-15
43	CCOC(=O)N1CCC(NC(=O)C2CCCN2C(=O)OCc2ccccc2)CC1 (stereo not given)	-6	7	2	-2	5	-0.3	2	3	-2	-8	4

Part of the list above in a different format.
entry	NCOA1 inh	SRC2 inh	NOD2 RIPK2 PPI	NR2F2 inh	LRH-1 inv ag	MC4R ag barr	MC4R antagonist	ABHD5-PLIN5 inh	NCOA3 inh	LMP1 NFkB inh	TLR9-MyD88 inh	compound
14	-10	-1	2	-6	-2	-0.9	-2	7	7	0	-5	Cc1cc(NC(=O)CSc2nnnn2Cc2ccccc2)no1
28	-4	-1	-4	-16	23	-1.0	5	4	-1	-4	-8	CC(C)(C)c1ccc(C(=O)C2CC2)cc1
32	1	-8	-3	-2	12	-2.1	10	-5	17	-1	-5	COc1ccc(C)cc1Nc1nnc(C)c(=O)[nH]1
37	-17	-16	-9	19	12	-1.3	-8	3	-3	-5	-1	O=C(COc1cccc2ccccc12)N1CCN(c2ccccn2)CC1
40	-7	9	-4	1	22	0.7	6	-5	-12	3	-20	CCC1(c2ccc(OC)cc2)NC(=O)N(CC(=O)NC2CCCCC2C)C1=O (stereo not given)

Screening data from PubChem.
